Growth percent in the NCI-60 one-dose screen (48 h, 10 µM unless noted): 100 = growth as untreated, 0 = no growth, -100 = all killed.
NCI-H460: NCI-H460 lung cancer. 82,000 tested, 6.8% active. AID 1794736
NCI-H23: NCI-H23 lung cancer | 80,000 tested, 4% active
COLO 205: COLO 205 colon cancer. AID 1794742. 79,000 tested, 7.3% active
NCI-H322M: NCI-H322M lung cancer. 80,000 tested, 2.7% active. AID 1794733
IGROV1: IGROV1 ovarian cancer; AID 1794786; 79,000 tested, 4.7% active
NCI/ADR-RES: NCI/ADR-RES ovarian cells; 81,000 tested, 4.4% active; AID 1794790
NCI-H522: NCI-H522 lung cancer; 78,000 tested, 8% active; AID 1794739
NCI-H226: NCI-H226 lung cancer; AID 1794732; 79,000 tested, 3.5% active
KM12: KM12 colon cancer cells; 82,000 tested, 5% active; AID 1794800
Starred values were filed as active, the others as inactive; nt = not tested or not shown. The calls were made as follows: active = growth percent below 10; inactive = the rest.

SMILES	NCI-H460	NCI-H23	COLO 205	NCI-H322M	IGROV1	NCI/ADR-RES	NCI-H522	NCI-H226	KM12
Nc1ncnc2c1ncn2C1OC2COP(O)(=S)OC3C(COP(=O)(S)OC2C1F)OC(n1ccc(=O)[nH]c1=O)C3F (stereo not drawn)	114	93	nt	97	102	98	66	101	101
O=S(=O)(NCc1ccccc1)c1ncnc2nc[nH]c12	117	106	109	109	119	97	95	99	101
Cc1cnc(NC(=O)CSc2nnc(-c3cccnc3SCc3ccccc3)o2)s1	81	81	nt	nt	59	74	18	70	45
CCCSc1nc(NC2CC2)c(C#N)c(-c2ccc(F)cc2)n1	53	78	95	59	59	51	79	21	89
CC(=O)O[C@H]1[C@H](CC#CC#CC[C@@H]2C[C@]3(C)[C@H]4CC=C5[C@H]6[C@@H](C)[C@H](C)CC[C@]6(C(=O)NCCCN6CCN(CCCN)CC6)CC[C@@]5(C)[C@]4(C)CC[C@H]3C(C)(C)[C@H]2OC(C)=O)C[C@]2(C)[C@H]3CC=C4[C@H]5[C@@H](C)[C@H](C)CC[C@]5(C(=O)NCCCN5CCN(CCCN)CC5)CC[C@@]4(C)[C@]3(C)CC[C@H]2C1(C)C	99	98	125	105	94	100	112	92	88
CCCCCCNC(=O)N/C(N)=N/c1nc2ccccc2s1	93	84	112	92	101	94	86	80	101
Nc1nc(Cl)nc2c1ncn2C1O[C@H](CO)[C@@H](O)[C@@H]1F (stereo partly drawn)	3.3*	-9.1*	38	nt	53	17	nt	2.7*	51
Cc1ccc(/C=N/N=C(N)N)cc1	99	95	101	96	121	nt	113	105	97
Cl.Fc1c[c-]c(-c2ccccn2)c(F)c1.[Pt].c1ccc([PH+](CC[PH+](c2ccccc2)c2ccccc2)c2ccccc2)cc1	-75*	-77*	nt	-99*	-76*	-35*	-58*	nt	-89*
CCOC(=O)C1[C@@H]2C(=O)N(c3ccc(Cl)cc3)C(=O)[C@@H]2[C@H](c2cn(-c3ccccc3)nc2-c2ccccc2)N1Cc1ccccc1 (stereo partly drawn)	96	97	106	111	103	89	97	82	91
O=S1(=O)C=C(c2ccccc2)C(c2ccccc2)=C1	37	60	-88*	91	12	8.7*	-71*	45	16
CC(C)(C#N)N1CCN(c2cccc(Cl)c2)CC1	107	98	109	99	91	101	64	100	105
O=C1Nc2ccc(Cl)cc2[C@@](C#CC2CC2)(C(F)(F)F)O1	102	88	127	81	-10*	99	nt	81	86
CC(=O)Nc1cccc(C(=O)NC(=S)Nc2ccc(S(N)(=O)=O)cc2)c1	104	96	105	94	102	105	76	88	101
O=C(/C=C(\Nc1ccccc1)c1ccccc1)c1cn(-c2ccc([N+](=O)[O-])cc2)nn1	91	91	97	83	nt	111	86	95	110
Cc1ccc(C(=O)Nc2cc(-n3ccnc3)cc(C(F)(F)F)c2)cc1-n1cc(-c2cnc3cccnn23)nn1	97	82	42	113	104	115	102	90	80
CC(C)=CC[C@@H]1CC2(CC=C(C)C)C(=O)C(OC3(C(=O)c4ccccc4)C(=O)C4(CC=C(C)C)C[C@@H](CC=C(C)C)C(C)(C)C(CC=C(C)C)(C4=O)C3=O)(C(=O)c3ccccc3)C(=O)C(CC=C(C)C)(C2=O)C1(C)C (stereo partly drawn)	-9.9*	10	-22*	3.5*	15	5.8*	-29*	-5.0*	6.7*
O=C(NNC(=O)c1ccccc1Cl)c1ccccc1Cl	107	104	108	105	111	102	94	101	114
CC(=O)N1N=C(c2ccc(C(F)(F)F)c(F)c2)CC1c1[nH]c(C)c(C(=O)NCC(F)(F)F)c1C (stereo not drawn)	52	79	112	75	69	78	95	56	60
N/C(=N\c1nc2ccccc2s1)NC(=O)Nc1ccc(Br)cc1	100	98	105	95	96	93	60	93	77
CCC(C)c1ccccc1OCC(C)OC(=O)Cc1ccccc1 (stereo not drawn)	111	105	105	109	106	119	77	94	99
N#Cc1ccc(NC(=O)CSc2ccc(-c3ccc(Cl)cc3)nn2)cc1	75	60	120	86	99	45	54	53	80
CN1C(=O)C(C(=O)/C=C/c2ccc3c(c2)OCO3)C(=O)N(C)C1=O	72	83	82	67	78	67	nt	86	70
CN1c2ccccc2C(O)(c2ccccc2)c2ccccc21	31	56	39	nt	61	103	40	65	49
Clc1ccc(C2CCN(Cc3ccccc3)CCO2)cc1 (stereo not drawn)	101	99	108	93	117	101	92	104	105
SMILES	NCI-H460	NCI-H23	COLO 205	NCI-H322M	IGROV1	NCI/ADR-RES	NCI-H522	NCI-H226	KM12
CC1=C(C)C(=O)C(N2CCCCC2C)=CC1=O (stereo not drawn)	119	91	115	109	116	100	96	96	106
O=C(c1ccccc1)c1no[n+]([O-])c1C(=O)c1ccccc1	105	95	119	98	92	104	97	92	104
O=C(O)CN1C(=O)/C(=C/c2ccccc2)SC1=S	102	105	117	103	105	102	93	nt	104
CCOC(=O)c1csc(NC(=O)c2ccc(NCCc3ccccc3)c([N+](=O)[O-])c2)n1	92	66	nt	84	75	75	57	57	89
Cc1cc2nnc3ccccc3n2n1	149	101	132	100	91	104	102	108	108
O=C1C(C2SC(=S)N(Cc3ccccc3)C2=O)SC(=S)N1Cc1ccccc1 (stereo not drawn)	103	86	102	98	80	96	84	97	52
Cc1ccccc1OC(=O)c1ccccc1Cl	103	89	nt	96	85	97	90	95	120
N=C(/C=C/c1ccccc1)N1CCCCC1	106	92	91	97	96	105	64	96	97
CCOC(=O)C1=NNC(=O)C1	109	98	102	96	115	109	96	96	104
CCOC(=O)/C(C#N)=N\Nc1c(C(=O)O)ccc2c1C(=O)c1ccccc1C2=O	103	97	115	nt	99	101	95	97	109
C#CCO[C@H]1CC[C@H](OCC#C)[C@@H]2[C@H]1[C@H]1C[C@@H]3[C@@]4(C)CCC[C@@](C)(C(=O)OC)[C@@H]4CC[C@@]23C=C1C(C)C	104	64	83	89	0.1*	71	-67*	82	78
N#Cc1c(-c2ccc(Cl)cc2)nc(N=Nc2c(O)[nH]c3ccc(Br)cc23)nc1N1CCOCC1	98	88	94	92	96	90	94	88	101
Cc1nc(N/N=C/c2cn(-c3ccccc3)nc2-c2cc3ccccc3oc2=O)sc1N=Nc1ccccc1	100	94	105	104	89	88	66	95	64
Nc1nc(=S)[nH]c(N)c1N=O	120	94	99	89	105	95	82	101	105
c1cnc2[nH]cnc2n1	105	101	107	79	100	112	88	101	100
COc1ccc2c(c1)CCC(c1nc3cccc([N+](=O)[O-])c3[nH]c1=O)=C2O	105	97	113	98	105	97	98	90	103
N#C/C(=C\NC(N)=S)c1nc2ccccc2s1	95	92	92	93	83	96	98	72	92
CC(NC(=O)CI)C(=O)Nc1ccc(C(=O)O)c(O)c1 (stereo not drawn)	103	99	110	98	96	104	73	96	104
Cn1cccc1-c1cc(-c2ccccc2Br)c(C#N)c(=O)[nH]1	105	92	nt	92	91	92	97	nt	114
O=C(N/N=C/c1ccc(O)cc1)c1cnc2nc[nH]n2c1=O	109	99	114	94	100	102	97	113	104
CCOC(=O)C(O)C(C#N)c1ccccc1 (stereo not drawn)	108	105	113	98	98	99	nt	107	103
O=C(O)C1CCCN1C(=O)c1ccc(Cl)cc1 (stereo not drawn)	101	107	101	115	99	110	99	97	105
COc1ccc(Nc2c3sc4cc(OC)ccc4nc-3c3ccccc3c2=O)cc1	35	52	89	88	89	68	70	55	86
CCOC(=O)/C(=C/c1ccc([N+](=O)[O-])cc1)C(=O)c1ccccc1	55	48	4.2*	74	43	26	-25*	21	29
Cn1c2ccccc2c2c3c(c4c5ccc(Br)cc5oc4c21)C(=O)N(O)C3=O	42	80	87	97	70	92	49	71	92

Some of these compounds in order of count of non-hydrogen atoms, ascending:
SMILES	NCI-H460	NCI-H23	COLO 205	NCI-H322M	IGROV1	NCI/ADR-RES	NCI-H522	NCI-H226	KM12
CCOC(=O)C1=NNC(=O)C1	109	98	102	96	115	109	96	96	104
Cc1ccc(/C=N/N=C(N)N)cc1	99	95	101	96	121	nt	113	105	97
CC1=C(C)C(=O)C(N2CCCCC2C)=CC1=O (stereo not drawn)	119	91	115	109	116	100	96	96	106
Clc1ccc(C2CCN(Cc3ccccc3)CCO2)cc1 (stereo not drawn)	101	99	108	93	117	101	92	104	105
O=C(N/N=C/c1ccc(O)cc1)c1cnc2nc[nH]n2c1=O	109	99	114	94	100	102	97	113	104
N/C(=N\c1nc2ccccc2s1)NC(=O)Nc1ccc(Br)cc1	100	98	105	95	96	93	60	93	77
CCC(C)c1ccccc1OCC(C)OC(=O)Cc1ccccc1 (stereo not drawn)	111	105	105	109	106	119	77	94	99
N#Cc1ccc(NC(=O)CSc2ccc(-c3ccc(Cl)cc3)nn2)cc1	75	60	120	86	99	45	54	53	80
Cn1c2ccccc2c2c3c(c4c5ccc(Br)cc5oc4c21)C(=O)N(O)C3=O	42	80	87	97	70	92	49	71	92
N#Cc1c(-c2ccc(Cl)cc2)nc(N=Nc2c(O)[nH]c3ccc(Br)cc23)nc1N1CCOCC1	98	88	94	92	96	90	94	88	101
Cc1nc(N/N=C/c2cn(-c3ccccc3)nc2-c2cc3ccccc3oc2=O)sc1N=Nc1ccccc1	100	94	105	104	89	88	66	95	64

Additional structures:
SMILES	NCI-H460	NCI-H23	COLO 205	NCI-H322M	IGROV1	NCI/ADR-RES	NCI-H522	NCI-H226	KM12
Cc1ccc(NC(=O)[C@@H]2C[C@H]2CN2CCN(C)CC2)cc1Nc1nccc(-c2cccnc2)n1	109	102	111	93	101	99	85	102	101
CC(=O)c1cn(C)c2ccc3c(c12)[C@H]1C=C[C@@H]3O1	113	106	117	144	95	110	93	104	116
NS(=O)(=O)c1ccc(NNC(=O)CCC(=O)c2ccccc2)cc1	107	105	118	109	102	109	89	100	104
Cc1cc(-c2cc(C)on2)no1	128	106	119	99	102	113	96	103	99
COc1cc(C2CC(c3cc(OC)c(OC)c(OC)c3)=NN2C(C)=O)ccc1Oc1nc2c(c(=O)n(C)c(=O)n2C)n1C (stereo not drawn)	101	106	121	102	105	84	90	95	98
Cc1cc(=O)oc2cc(OCc3nn4c(Nc5nc6ccccc6s5)c(-c5ccccc5)nc4s3)ccc12	84	83	104	91	89	85	77	92	90
COc1ccc(Nc2ncc(C(N)=O)c(NCCCNC(=O)C3CCC3)n2)cc1	69	77	3.6*	79	67	100	77	63	29
CCN(C)CCCOc1ccc(/C(=C(\C)Cc2cccc(OC)c2)c2ccc(OC(C)=O)cc2)cc1	105	94	107	99	102	101	94	86	106
CC(=O)NC1c2ccccc2-c2ccccc21	104	103	100	97	102	104	93	97	103
O=C1/C(=C/c2cc(O)c(O)c(O)c2)Oc2cc(O)ccc21	111	108	nt	110	120	104	93	nt	107
Nc1ccn(C2CC=C(CO)O2)c(=O)n1 (stereo not drawn)	114	109	102	102	104	101	nt	93	95
COc1cc(CNC(=O)/C=C/C=C/c2ccc3c(c2)OCO3)ccc1OCc1cn(-c2ccc(Br)cc2)nn1	69	65	nt	89	87	73	52	59	81
CCCCCNc1nc2ncnc(N)c2[nH]1	107	96	102	106	114	103	68	94	97
COc1cc(Nc2cc(C)nc(N3CCN(c4ccnc5cc(Cl)ccc45)CC3)n2)cc(OC)c1	2.6*	9.6*	-24*	8.8*	-23*	nt	9.0*	23	3.7*
CC(C)(O)Cn1cc(-c2ccc(-c3cncc(Cl)c3N3CCC4(CCNC4=O)CC3)cc2)cn1	106	106	68	110	78	92	82	102	108
COc1ccc2occ(C3=C(c4cn(CCN)c5ccccc45)C(=O)NC3=O)c2c1	87	76	94	63	46	74	51	57	60
N#CCC1(n2cc(-c3ncnc4[nH]ccc34)cn2)CN(C2CCN(C(=O)c3ccnc(C(F)(F)F)c3F)CC2)C1	105	94	96	95	102	116	84	71	93
CC(C)OCc1cn[nH]n1	112	107	110	107	114	107	102	102	109
CC(=O)OCC1OC(OCC2OC(OC(C#N)c3ccccc3)C(OC(C)=O)C(OC(C)=O)C2OC(C)=O)C(OC(C)=O)C(OC(C)=O)C1OC(C)=O (stereo not drawn)	109	107	115	97	101	104	113	97	100
O=C(O)/C(=C\c1cccc([N+](=O)[O-])c1)c1ccccc1	106	115	120	99	120	110	91	nt	103
CCN1C(=O)N(CC)C2C1NN=c1s/c(=C3\C(=O)N(C(C)C)c4ccccc43)c(=O)n12 (stereo not drawn)	5.6*	29	-16*	53	37	7.1*	-3.4*	nt	15
CCN(CC)c1ccc(/C=N/NC(=O)CSc2nc3ccccc3c(=O)n2CCc2ccc(S(N)(=O)=O)cc2)c(O)c1	13	34	1.5*	29	14	83	-15*	38	19
O=C(/C=C/c1ccc2c(c1)OCO2)c1ccc([N+](=O)[O-])cc1	111	101	105	99	98	107	71	101	98
COc1ccc2ncc(C#Cc3cncc(C(=O)Nc4ccc(CN5CCN(C)CC5)c(C(F)(F)F)c4)c3)n2n1	-75*	-81*	-64*	-98*	-76*	-81*	-65*	-68*	-95*
CC[N+](CC)=c1sc2c(s1)C(c1ccc(Cl)cc1)Oc1ccc(Cl)cc1-2 (stereo not drawn)	-30*	6.5*	-70*	17	9.2*	89	-13*	52	-29*
Cc1nn(C(=O)c2cccnc2)c2c1nnc1ncccc12	101	101	110	99	99	102	96	99	100
COc1ccc2c(c1)C(=O)/C(=C/c1cccnc1)CC2	105	91	105	106	101	95	73	107	66
O=C1CC(c2ccc(Cl)cc2)Nc2ccccc21 (stereo not drawn)	95	88	79	103	88	94	66	78	79
COc1ccc(NC(=O)C(/C=N\C(=S)NNC(C)=O)=C(\C)O)cc1	101	102	113	107	108	110	89	103	107
